Source: PubChem (National Center for Advancing Translational Sciences (NCATS))
AID inhibitor – blocks human AID cytidine deaminase activity; 91,000 tested, 0.32% active; AID deamination FRET fluorescence, UDG-coupled, 4 h; AID 1347428; Q9GZX7; Potency, µM (top dose mostly 115 µM), for inactives: at the top dose activity change, negative = inhibition, hits mostly inhibitors; further: nearly all actives have a fitted effect of over 25% in size
Target sequence (Q9GZX7 whole entry, looked up): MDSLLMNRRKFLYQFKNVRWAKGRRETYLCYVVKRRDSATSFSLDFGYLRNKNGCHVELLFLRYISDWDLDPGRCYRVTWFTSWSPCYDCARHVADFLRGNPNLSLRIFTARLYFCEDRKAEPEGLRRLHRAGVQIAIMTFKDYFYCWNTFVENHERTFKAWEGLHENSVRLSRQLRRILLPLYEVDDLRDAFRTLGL
UDG counter – blocks uracil-DNA glycosylase in AID counter-screen; FRET deamination/UDG coupled assay, UDG read, 4 h; Potency, µM (series often up to 115 µM), for the others: top-dose activity change, negative = inhibition, most hits filed as inhibitors; 91,000 tested, 0.14% active; AID 1347430; further: nearly all actives have a fitted effect of over 65% in size
Active calls of the source: *; ? = inconclusive; [ ] = another dose, or the depositor's remark. The call rests on the fitted dose curve; in most records, active means well fitted curve in the direction sought with a large enough effect; inconclusive means small, poorly fitted or top-dose-only effect, or another doubt; inactive means no such curve, though single readings can be large; an effect the other way counts as inactive or inconclusive. On the % scale 0 is the no-effect control and ±100 the full control effect; potency means the concentration at half of the fitted maximal effect.

Each structure is followed by: AID inhibitor	UDG counter
N#Cc1c(N)sc2c1CCCCCCCCCC2
    20%	-5%
CCc1cccc(NC(=O)CCN2C(=O)c3ccccc3Sc3ncccc32)c1
    -12%	1%
CC(C)NC(=O)C(=O)c1c(-c2ccccc2)[nH]c2ccccc12
    2%	-5%
CCc1ccc(C(=O)Nc2sc(C)c(C)c2C#N)s1
    12%	4%
COc1ccc(NC(=O)CC2C(=O)N(c3ccc(F)cc3)C(=O)N2Cc2ccco2)cc1 (configuration not stated)
    4%	3%[57.5 µM]
CCCCN(C)CCNC(=O)CN1C(=O)CSc2ccc(S(=O)(=O)N3CCCCC3)cc21
    23%	-1%
CCOC(=O)c1cccc(NC(=O)CN2C(=O)c3ccccc3Sc3ncccc32)c1
    1%	3%
O=C(N/N=C/C1CC=CCC1)c1cccs1 (configuration not stated)
    -4%	-8%
CC1CCCCN1C(=O)CSc1nc2ccccc2n1CCC#N (configuration not stated)
    -3%	-8%
Cc1ccc(CN2CCCN(c3ccc(C(=O)N4CCOCC4)cc3)C2=O)cc1
    -4%	3%
CC(=O)c1c(C)n(S(=O)(=O)c2ccc(Cl)cc2)c2ccc(NS(=O)(=O)c3ccc(Cl)cc3)cc12
    4%	-1%
COc1ccc(-c2nc3c(C#N)c[nH]n3c2NC2CCCC2)c(OC)c1
    -1%	-3%
CCC(=O)N1c2ccccc2CC1C(=O)NCCN1CCN(c2cccc(Cl)c2)CC1 (configuration not stated)
    5%	2%
O=C(NCc1ccccc1)C(=O)NCC(c1ccc2c(c1)OCO2)N1CCOCC1 (configuration not stated)
    3%	-1%[57.5 µM]
Clc1ccc(-c2nc(-c3cccc(Br)c3)no2)s1
    -1%	-4%
CC1=C(C(=O)Nc2c(C)cc(C)cc2C)C2(CCN(C(C)C)CC2)OC1=O
    0%	-15%
FC(F)(F)c1c(C(F)(F)C(F)(F)F)nc2ccccc2c1Nc1ccccc1
    -16%	-15%
COc1ccc2nc(SCc3csc(NC(C)=O)n3)[nH]c2c1
    -2%	8%
CC(=O)c1c(C)[nH]c(C(=O)OC(C)C(=O)c2ccc(F)cc2)c1C (configuration not stated)
    7%	10%
COc1ccccc1NC(=O)CSc1oc(-c2cccs2)nc1S(=O)(=O)c1ccc(C)cc1
    18%	-14%
COc1ccc(NC(=O)Cn2cc(C(=O)c3ccncc3)c(=O)c3cc(C)ccc32)cc1Cl
    21%	8%
COc1ccc(N2C(N)=C(C#N)C(c3cc(CN4CCOCC4)cs3)C3=C2CCCC3=O)cc1 (configuration not stated)
    83%[activator]	9%
Cc1ccc(CNC(=O)Cn2c(=O)n(-c3ccc(Cl)cc3)c(=O)c3c(C)c(C)sc32)cc1
    0%	2%
Nc1c(C(=O)Nc2ccccc2F)sc2nc3c(cc12)CCCCCC3
    15%[57.5 µM]	-14%[57.5 µM]
O=C(Nc1cccc(C(F)(F)F)c1)C1CCN(S(=O)(=O)c2cccc3nsnc23)CC1
    -1%	-5%
O=S(=O)(Cc1ccc(F)cc1Cl)c1ccc2ccccc2c1
    14%	-4%
COc1ccc(C(=O)OCc2cc(=O)n3nc(C4CC4)sc3n2)cc1OC
    13%	5%
CCc1ccc(CN(Cc2cn[nH]c2-c2ccc(OC)cc2)C(=O)Nc2ccc(Br)cc2)cc1
    ?	?
COc1ccc2nc(C#N)ccc2c1
    -1%	0%
COc1ccc(CCNC(=O)CSc2nc(-c3ccc(F)cc3)cc(C(F)(F)F)n2)cc1OC
    -2%	-8%
COc1ccc(S(=O)(=O)c2cn(Cc3ccccc3)c3cc(F)c(F)cc3c2=O)cc1
    4%	-6%
NS(=O)(=O)c1ccc(NC(=O)CCN(Cc2cccs2)C2CC2)cc1
    -7%	-8%
N#Cc1ccc(C(=O)C(C#N)C(=O)Nc2cccc3ccccc23)cc1 (configuration not stated)
    21%	-10%
COc1ccc(OC)c(/C=C(\C#N)C(=O)Nc2cccc(C(F)(F)F)c2)c1
    -8%	-9%
CCOC(=O)C1CCN(C(=O)C(C)OC(=O)c2nn(C(C)C)c(=O)c3ccccc23)CC1 (configuration not stated)
    -4%	6%
N#CC1(C(N)=O)C(c2cccs2)CC(=O)CC1c1cccs1 (configuration not stated)
    16%	-1%
Cc1c(-c2ccccc2)nn2c1NC(=O)CC2C(=O)Nc1ccc2c(c1)OCO2 (configuration not stated)
    -3%	-11%
O=C(CCC1N=C2c3ccccc3N=C(SCc3ccc(Cl)cc3)N2C1=O)N1CCN(c2ccccc2)CC1 (configuration not stated)
    3%	1%
CC(C)C(NC(=O)c1ccc(S(=O)(=O)N(C)C)cc1)c1ccc2c(c1)OCCO2 (configuration not stated)
    -14%	-11%
O=C1CSc2ccc(C(=O)OCC(=O)Nc3ccccc3[N+](=O)[O-])cc2N1
    -10%	-9%
COc1cc(NC(=O)CN(c2cc(C)cc(C)c2)S(=O)(=O)c2c(C)[nH]c(=O)[nH]c2=O)cc(OC)c1
    9%[57.5 µM]	5%[57.5 µM]
CNC(=O)c1c(NC(=O)c2cc(=O)c3cc(C)c(C)cc3o2)sc2c1CCCC2
    4%	-13%
CCN(CC)CCNC(=O)Cn1cnc2sc(C)c(S(=O)(=O)N3CCC(C)CC3)c2c1=O
    9%	-4%
CONC(=O)C(Sc1ccccc1)c1ccccc1 (configuration not stated)
    -1%	-13%
CCn1cc(C(=O)NCc2ccc(Cl)cc2)c(=O)c2cc(S(=O)(=O)N(C)C3CCCCC3)ccc21
    ?	-19%
COc1ccc(-c2cc(C(F)(F)F)n3nc(C(=O)OC(C)C)cc3n2)cc1
    4%	-8%
O=C(NCC1CCN(C2CC2)C1)Nc1ccc(Cl)cc1 (configuration not stated)
    0%	7%
CCOc1ccc(Nc2nc3cc(S(=O)(=O)CC)ccc3o2)cc1
    4%	7%
CC1(C(=O)NC2CCCCC2)Cc2ccccc2C(=O)N1Cc1ccccc1Cl (configuration not stated)
    3%	-3%
CC1CCN(C(=O)CSc2n[nH]c(-c3ccc(F)cc3)n2)CC1
    -14%	66%[activator]
Cc1cc2n(n1)CCC(=O)N2Cc1ccc(C(=O)Nc2cc(Cl)ccc2C)cc1
    2%	15%
COC(=O)c1cccc(CN2C(=O)SC(Nc3ccc(Cl)cc3)C2=O)c1 (configuration not stated)
    2%	-2%
O=C(NC1CCN(CC(F)(F)F)CC1)c1ccc(F)cc1
    -5%	-3%
CCc1cccc(C)c1NS(=O)(=O)c1c(C(=O)N2CCC(C)CC2)c(C)n(C)c1C
    3%	2%
CC(=O)N1CCC2(CC1)OC(=O)C(C)=C2C(=O)Nc1cccc(Cl)c1C
    16%	-3%
COc1ccc(Cc2nnc(Nc3ccc(OC)cc3)[nH]c2=O)cc1
    -3%	3%
COc1ccccc1-c1coc2cc(OC(=O)c3ccccc3)ccc2c1=O
    1%	2%
Cc1ccc(-c2nn3c(C)nnc3s2)cc1NC(=O)c1ccc(Br)o1
    3%	14%
Cc1cccc(C(=O)N(Cc2cccs2)C2CC2)c1
    -4%	0%
COc1ccc(C(=O)C(C)OC(=O)c2cc3cccc(OC)c3oc2=O)cc1 (configuration not stated)
    -2%	-1%

Continued:
Each structure is followed by: AID inhibitor	UDG counter
COc1ccc(S(=O)(=O)c2nnn(-c3cccc(Cl)c3)c2N)cc1
    ?	-13%
CCc1ccc(NCc2cc3ccc(OC)cc3n(CC(=O)Nc3ccc(F)cc3F)c2=O)cc1
    13%	10%
Cc1ccc(-c2nnc(Nc3ccccc3)c3ccccc23)cc1S(=O)(=O)N1CCN(C)CC1
    -4%[57.5 µM]	-5%[57.5 µM]
Cc1ccc(S(=O)(=O)N2CCc3cc(C(=O)Nc4ccc(Cl)cc4C)ccc32)cc1
    1%	4%
CSc1ccc(C(C)NC(=O)c2ccccc2C)cc1 (configuration not stated)
    -6%	-1%
COc1cc(/C=C/C(=O)c2ccccc2C)cc(OC)c1OC(F)F
    -7%	-6%
CC1=C(C(=O)Nc2ccccc2C)C(c2cccs2)n2nc(SCc3cc(C)ccc3C)nc2N1 (configuration not stated)
    -2%	-7%
Cc1ccc2ncc(C(=O)c3ccc(C)c(C)c3)c(S(=O)(=O)c3ccc(F)cc3)c2c1
    -15%	-7%
COc1ccccc1CNC(=O)c1ccc(CSc2nc3ccncc3n2Cc2cccc(F)c2)cc1
    ?	6%
CC(=O)c1c(C)[nH]c(-c2csc(CC(=O)Nc3cccc(C)c3)n2)c1C
    9%	-13%
Cc1c(C)n(Cc2ccccc2)c2ccc(C(=O)N3CCN(c4ccccc4F)CC3)cc12
    -29%	34%[activator]
O=C(NC(c1ccccc1)C1CC1)c1ccoc1 (configuration not stated)
    1%	2%
C=CCOC(=O)C(C#N)c1nc2ccccc2nc1N1CCN(c2ccccc2)CC1 (configuration not stated)
    -1%	-3%
CCOc1ccc(C(C)NC(=O)CC2Sc3ccccc3NC2=O)cc1OCC (configuration not stated)
    0%	-6%
O=C(CCC1N=C2c3ccccc3N=C(SCC(=O)Nc3ccc(F)cc3)N2C1=O)NCc1ccco1 (configuration not stated)
    3%	0%
COc1ccc(C(=O)N2CC(C)CC(C)C2)cc1 (configuration not stated)
    -1%	3%
CCC(=O)NCC(c1ccc(Cl)cc1)N1CCN(C)CC1 (configuration not stated)
    -5%	-9%
Oc1c(C(c2ccccc2Cl)N2CCC(O)CC2)sc2nc(-c3ccco3)nn12 (configuration not stated)
    24%	-16%[57.5 µM]
COc1cccc(-c2nc(S(=O)(=O)c3ccc(C)cc3)c(N3CCCCC3)o2)c1
    ?	0%
Cc1ccc(-c2cnc(CCC(=O)NCc3ccc(F)cc3)o2)cc1C
    3%	3%
CCNC(=S)NNC(=O)C(C)(C)O
    -1%	0%
CCCCCOc1ccc(/C=C(/C#N)c2nc3ccccc3[nH]2)cc1OC
    -6%	0%
O=C(c1cc(-c2ccc(Cl)cc2)n[nH]1)N1CCN(S(=O)(=O)c2ccc(Br)s2)CC1
    4%	-12%
c1csc(CNCCCn2ccnc2)c1
    1%	1%
Oc1ccc(C2(c3ccccc3)CCCCC2)cc1
    -9%	-11%
CCc1cc(=O)oc2cc(OCC(=O)N3CCCc4cc(OC)ccc43)ccc12
    -23%	-12%
CCc1ccc(NC(=O)CSc2nc(C)c(C(=O)Nc3ccc(Cl)cc3)c(-c3ccc(OC)cc3)c2C#N)cc1
    ?	89µM*
CC(=O)NCc1nc2cccnc2n1Cc1ccccc1
    11%	4%
C=CCNc1oc(/C=C/c2cccs2)nc1C#N
    12%	0%
COc1ccc(NC(=O)CSc2nc3c([nH]c4ccccc43)c(=O)n2-c2ccccc2)c(OC)c1
    8%	-3%
N#Cc1cc2c(cc1C(=O)C1CC1)OCCO2
    -6%	4%
CSc1cccc(N2CC(C(=O)Nc3cc(Cl)ccc3-n3cncn3)CC2=O)c1 (configuration not stated)
    -7%	-11%
COc1ccc(-c2nc(C)c(CCNS(=O)(=O)c3ccc(F)cc3)s2)cc1OC
    15%	11%
CCCNc1c(NC(=O)Cc2ccc(OC)cc2)c(=O)oc2ccccc12
    -6%	6%
Cc1ccc(Cl)cc1NC(=O)c1cc(CN2CCCC2)on1
    9%	-4%
COc1ccc(C(=O)NCC(O)c2ccc(C)cc2)cc1 (configuration not stated)
    0%	2%
COc1ccc(OC)c(/C=N/O)c1
    4%	-5%
COC(=O)C(CC(C)C)NC(=O)Nc1ccc(C)cc1C (configuration not stated)
    -3%	2%

Molecules from the list above that contain an aryl thioether with sulfur outside any ring, in the order listed:
Each structure is followed by: AID inhibitor	UDG counter
CC1CCCCN1C(=O)CSc1nc2ccccc2n1CCC#N (configuration not stated)
    -3%	-8%
COc1ccc2nc(SCc3csc(NC(C)=O)n3)[nH]c2c1
    -2%	8%
COc1ccccc1NC(=O)CSc1oc(-c2cccs2)nc1S(=O)(=O)c1ccc(C)cc1
    18%	-14%
COc1ccc(CCNC(=O)CSc2nc(-c3ccc(F)cc3)cc(C(F)(F)F)n2)cc1OC
    -2%	-8%
CONC(=O)C(Sc1ccccc1)c1ccccc1 (configuration not stated)
    -1%	-13%
CC1CCN(C(=O)CSc2n[nH]c(-c3ccc(F)cc3)n2)CC1
    -14%	66%[activator]
CSc1ccc(C(C)NC(=O)c2ccccc2C)cc1 (configuration not stated)
    -6%	-1%
CC1=C(C(=O)Nc2ccccc2C)C(c2cccs2)n2nc(SCc3cc(C)ccc3C)nc2N1 (configuration not stated)
    -2%	-7%
COc1ccccc1CNC(=O)c1ccc(CSc2nc3ccncc3n2Cc2cccc(F)c2)cc1
    ?	6%
CCc1ccc(NC(=O)CSc2nc(C)c(C(=O)Nc3ccc(Cl)cc3)c(-c3ccc(OC)cc3)c2C#N)cc1
    ?	89µM*
COc1ccc(NC(=O)CSc2nc3c([nH]c4ccccc43)c(=O)n2-c2ccccc2)c(OC)c1
    8%	-3%
CSc1cccc(N2CC(C(=O)Nc3cc(Cl)ccc3-n3cncn3)CC2=O)c1 (configuration not stated)
    -7%	-11%

These rows are one share of the data, so the mix of outcomes need not match the whole.
